Screening data deposited in PubChem by Fisher Drug Discovery Resource Center.
mcGAS lum: blocks mouse cGAS activity; recombinant cGAS, Kinase-Glo ATP depletion luminescence; inhibition, % at 12.5 µM; 0.15% of 160,000 active;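 note: 0% = negative control wells and 100% = reference inhibitor with no enzyme activity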
hcGAS lum: inhibitors of human cGAS | Q8N884 | recombinant h-cGAS, ATP depletion, Kinase-Glo luminescence | inhibition, % at 12.5 µM | 0.081% of 290,000 active | AID 1259398;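 note: 0% = vehicle reaction and 100% = reaction without DNA for no activity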
Target sequence (Q8N884 whole entry, looked up): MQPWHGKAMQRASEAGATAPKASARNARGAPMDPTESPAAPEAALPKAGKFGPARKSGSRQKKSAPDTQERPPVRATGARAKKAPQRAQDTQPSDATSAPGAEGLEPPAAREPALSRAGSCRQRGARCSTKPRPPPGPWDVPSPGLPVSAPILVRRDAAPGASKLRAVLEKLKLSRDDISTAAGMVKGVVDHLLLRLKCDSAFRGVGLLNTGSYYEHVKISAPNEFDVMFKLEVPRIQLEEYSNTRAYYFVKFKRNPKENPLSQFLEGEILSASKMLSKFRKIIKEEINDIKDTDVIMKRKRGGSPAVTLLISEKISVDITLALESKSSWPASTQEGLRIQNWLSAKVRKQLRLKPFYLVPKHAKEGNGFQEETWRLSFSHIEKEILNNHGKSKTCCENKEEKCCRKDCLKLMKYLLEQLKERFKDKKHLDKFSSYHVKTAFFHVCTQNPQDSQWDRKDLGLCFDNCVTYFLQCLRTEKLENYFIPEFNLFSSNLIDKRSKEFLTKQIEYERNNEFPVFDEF
NPYLR7 ag: activates Aedes aegypti NPYLR7 receptor; 0.15% of 270,000 active; activation, % at 10 µM; AID 1259423; HEK293T NPYLR7/Galpha15, GCaMP6s calcium fluorescence; in the data active = activation above about 40%;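 note: 0% = vehicle and 100% = reference agonist at the receptor; some compounds past the cut are filed as inactive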
An asterisk follows results filed as active; / = no result given; & = joins results of further samples. Cut-off read from the data, not from the text of the source, unless noted: active = inhibition above about 40%; inactive = the rest.

SMILES | mcGAS lum | hcGAS lum | NPYLR7 ag
Cc1cc(C)cc(-n2nc(C(=O)NCc3ccc4c(c3)OCO4)c(=O)n(Cc3cccc(Cl)c3)c2=O)c1 | -5 | -5 | /
O=C(NC(c1ccccc1)c1cnccn1)C1CCN(CCOc2ccc(Cl)cc2Cl)CC1 (stereo not drawn) | -2 | 1 | 2
CCCn1c(=O)n(C)c(=O)c2c(SCC(=O)C(C#N)=C(C)N)nc(CC(C)C)nc21 | / | -3 | 1
COCCN(C)C(=O)c1cnn(Cc2ccccc2)c1 | -14 | -3 | 24
CC1(C(=O)NS(=O)(=O)c2ccc(Cl)s2)CCN1C(=O)C1(c2ccc(Cl)cc2)CC1 (stereo not drawn) | / | -6 | 5
CC1(C(=O)NCc2cccc3ccccc23)CCN1Cc1c(F)cccc1F (stereo not drawn) | / | -10 | 14
O=C1OC(CNS(=O)(=O)c2cccs2)CN1c1ccccc1 (stereo not drawn) | / | -4 | 5
CCN(CC1CCOCC1)C(=O)c1ccc(-c2ccn[nH]2)cc1 | / | -1 | 0
O=C(c1ccc(Cl)cc1)N1CCN(C(C(=O)N2CCSCC2)C2CCCC2)CC1 (stereo not drawn) | -4 | -4 | 6
COCC(=O)N[C@H](C(=O)NCc1ccc(C)s1)C(C)C | -12 | -7 | 8
O=C(O)CCC(=O)N1CCCC1C(=O)O (stereo not drawn) | -2 | 3 | 1
CCC(C)N(CC(=O)N(Cc1cccn1Cc1ccccc1Cl)C1CCCCC1)C(=O)c1ccc2c(c1)OCO2 (stereo not drawn) | -4 | -6 | -3
COc1ccc(CCc2nc3cccnc3n2C2CCN(C(=O)C3CCCCCN3C)CC2)cc1 (stereo not drawn) | -3 | -2 | -10
CCC1CC(C)CN1C(=O)C(C)Cc1c(C)n[nH]c1C (stereo not drawn) | -8 | -10 | 7
c1ccc2sc(Sc3nnnn3C3CC3)nc2c1 | / | -2 | -4
COc1ccc(Cl)cc1NC(=O)CSc1nc(=O)n(CCCN(C)C)c2c1CCC2 | -8 | -8 | -1
CCN(CCc1nc2ccc(C)cc2[nH]1)C(=O)c1cccc(-n2cnnc2)c1 | / | -5 | 21
CCc1nc2n(n1)C(=O)C(C(c1ccccc1)N1CCN(Cc3ccccc3)CC1)S2 (stereo not drawn) | -8 | -7 | -3
CCNC(=S)NN=C(C)C1CCCCC1 | / | -11 | -8
CN(Cc1ccc(O)cc1)C(=O)C1CCN(c2ccc(Cl)cn2)CC1 | / | -8 | 7
COc1ccc(NC(=O)Cn2cccc(-c3nc(-c4ccc(OC)c(OC)c4)no3)c2=O)cc1 | -3 | 0 | /
Cc1ccccc1Nc1nc(N)nc(CN2CCCCCCC2)n1 | 3 | 7 | -4
CCS(=O)(=O)Oc1ccccc1CN(C(=O)Nc1ccccc1OC)C(C)C | -6 | -5 | 9
CC(C)C1CN(C(=O)CCc2ccc(=O)[nH]n2)CCCN1CC1CC1 (stereo not drawn) | -18 | -7 | 18
COc1cc(C)ccc1CN1CCC2(CC1)CCN(C(=O)C(C)C)CC2 | / | -2 | 2

The results go on.
SMILES | mcGAS lum | hcGAS lum | NPYLR7 ag
CC(=O)OC[C@@H]1CN(Cc2ccccc2)C[C@H](n2ccc3c(N)ncnc32)O1 | -1 | 2 | -9
CCOC(=O)C1CCCN(C(=O)c2cc(-c3ccccc3OC)n3nc(-c4ccccc4)cc3n2)C1 (stereo not drawn) | -6 | 0 | 15
O=C(O)c1cccc(Nc2c(Oc3ccccc3)cnn(Cc3ccccc3)c2=O)c1 | 1 | 4 | -1
COc1ccc(CN2C[C@@H]3C4CCC(CC4)[C@@H]3C2)c(OC)c1OC | / | -3 | -1
COc1ccc(N(C(C)=O)c2nc(C)cc(C)c2C#N)cc1 | -6 | -4 | -1
O=C(c1cccc(=O)[nH]1)N(Cc1ccsc1)CC1CCCO1 (stereo not drawn) | -11 | -4 | -4
Cc1ccc(C2(c3noc(Cn4cc(CCO)cn4)n3)CCCC2)cc1 | -10 | -1 | 12
O=C(c1ccc(Cl)cc1)N1CCSC1c1ccc(OCc2ccccc2)cc1 (stereo not drawn) | -5 | -4 | 6
Cc1c(Cl)cccc1S(=O)(=O)N1[C@H]2CCNC[C@@H]1CC2 | / | -4 | -4
O=[N+]([O-])c1ccc(N=Nc2c(O)n(Cc3ccc(F)cc3)c3ccccc23)cc1 | / | 4 | 9
O=C(Nc1cccc(C(=O)Nc2ccc(S(=O)(=O)O)c3cc(S(=O)(=O)O)cc(S(=O)(=O)O)c23)c1)Nc1cccc(C(=O)Nc2ccc(S(=O)(=O)O)c3cc(S(=O)(=O)O)cc(S(=O)(=O)O)c23)c1 | 86* | -1 | -2
CCOC(=O)C1(Cc2cccc(OC)c2)CCCN(S(=O)(=O)c2cccc(F)c2)C1 (stereo not drawn) | -2 | -5 | 12
CCCOc1nn(CCC)cc1C(=O)Nc1ccccc1CC | -5 | -3 | 5
COc1ccc2[nH]cc(CCNc3ncncc3Br)c2c1 | / | 3 | 1
COC(=O)c1ccc(N2C(=O)CC(N3CCN(Cc4ccc5c(c4)OCO5)CC3)C2=O)cc1 (stereo not drawn) | / | 5 | 0
CNC(=O)c1cccc(NS(=O)(=O)c2c(C)cc(C)cc2C)c1 | / | -12 | 1
CCSc1nc(NC(C)C)c2cnn(CCNC(=O)c3c(F)cccc3F)c2n1 | -5 | 10 | -2
COC(=O)c1ccc(NC(=O)N(C)Cc2ccc(OC)c(OC)c2)cc1 | / | -3 | -1
CC(C)(/C=N\O)/[N+]([O-])=C/c1ccccc1 | / | -3 | -3
CCOC(=O)C1=C(C)N=c2s/c(=C/c3ccccc3)c(=O)n2C1c1ccc(Cl)cc1 (stereo not drawn) | -2 | 0 | -7
Cc1noc(C)c1S(=O)(=O)N1CCOc2c(cc(-c3ncc(C(F)(F)F)cc3Cl)cc2OCC2CCCO2)C1 (stereo not drawn) | / | -6 | 10
N#Cc1nc(C2CC2)oc1N1CCN(C(=O)Nc2ccccc2)CC1 | -10 | -9 | -3
CC(=O)N1CCc2c(nc(N(C)C)nc2NCCN2CCOCC2)C1 | -4 | -10 | /
Cc1ccc(F)c(C(=O)N(Cc2ccco2)Cc2cc3c(cc2Cl)OCO3)c1Cl | -3 | -5 | -14
Cc1cc2c(cc1O)NC(=O)CC2c1ccc(Oc2ccccc2)nc1 (stereo not drawn) | / | -2 | -3

Later entries:
SMILES | mcGAS lum | hcGAS lum | NPYLR7 ag
Cc1c(Cl)cccc1Nc1ncnc2c1nnn2C | / | 2 | 0
CC(C)C(=O)NCC1CCCN(C(C)CCSc2ccccc2)C1 (stereo not drawn) | / | -5 | -5
CC(NC(=O)C1CCCN(S(=O)(=O)c2ccc(F)cc2)C1)c1ccccc1 (stereo not drawn) | / | -9 | 12
CC(C)NC(=O)N1CC[C@@]2(C1)[C@@H](O)CN(Cc1ccccc1)S2(=O)=O | -2 | -10 | 7
COc1ccc(CN2CCC2(C)C(=O)Nc2cccc(Oc3ccccc3)c2)cc1 (stereo not drawn) | / | -5 | 8
CCCCn1c(SCC(=O)c2ccc(F)cc2)nc2ccc(N3CCOCC3)cc2c1=O | / | 5 | -4
COCC1CNCC12CCN(C(=O)OC(C)(C)C)CC2 (stereo not drawn) | -5 | -12 | /
CCCCc1ccc(C(=O)N2CCSC2c2cc(OC)ccc2OC)cc1 (stereo not drawn) | -4 | -7 | -2
COc1ccccc1C1SCC(=O)N1CCC(=O)NC1CC1 (stereo not drawn) | -6 | -8 | 20
O=C(COC(=O)c1ccc([N+](=O)[O-])o1)NCC1CCCO1 (stereo not drawn) | / | -5 | 6
CC(C)(C)c1csc(C2CCCCN2C(=O)c2ncccn2)n1 (stereo not drawn) | / | -4 | 0
CN(Cc1nc2ccc(Cl)cc2[nH]1)C(=O)c1cn(-c2ccccc2)nn1 | / | -1 | -11
CCC(C)N(Cc1ccsc1)C(=O)c1ccc(COC)o1 (stereo not drawn) | -10 | -9 | /
COCCn1c(=O)c2c(nc3n(-c4ccccc4)c(-c4ccccc4)cn23)n(C)c1=O | / | -6 | 0
CCOC(=O)c1ccc(NC(=O)Cn2c(-n3nc(C)cc3C)nc3c(c2=O)CCCC3)cc1 | -3 | 3 | /
CC(C)C(NCC(O)COCc1ccccc1)c1nc(-c2ccc(Br)cc2)no1 (stereo not drawn) | -6 | -3 | 19
CCOCCOc1nc(-c2ccc(C)cc2)n(-c2ccc(NC(=O)C3CCC3)cc2)n1 | -6 | -1 | 3
Cc1nc(C)c(Cc2ccc(Cl)cc2)c(N2CCN(C(=O)NC(C)C)CC2)n1 | -6 | -5 | 9
Cc1sc2ncnc(SCC(=O)O)c2c1C | 5 | -8&0 | 11&-2
CC(C)c1ccc(C2SCCN2C(=O)c2ccc([N+](=O)[O-])cc2)cc1 (stereo not drawn) | -6 | -9 | 12
Cc1nc(N)nc(C)c1CC(=O)N1CC(c2ccncc2)C1 | / | -7 | 16
CC1CCc2c(sc(NC(=O)C(C)Oc3cccc(Cl)c3)c2C(=O)Nc2ccccn2)C1 (stereo not drawn) | -4 | -8 | -5
Cc1cc(C)c(C)c(OCC(=O)Nc2ncn[nH]2)c1 | / | -2 | 1
COc1cc2nc(N(C)CCCNC(=O)C3CCCO3)nc(N)c2cc1OC (stereo not drawn) | / | 3&-1&-7 | -7&-9&-9
O=C(O)C1CC2CCCCC2N1C(=O)c1ccc(F)cc1F (stereo not drawn) | / | -8 | 5

Four of these compounds in a different format:
CCOCCOc1nc(-c2ccc(C)cc2)n(-c2ccc(NC(=O)C3CCC3)cc2)n1
  mcGAS lum = -6
  hcGAS lum = -1
  NPYLR7 ag = 3
CC(C)C(NCC(O)COCc1ccccc1)c1nc(-c2ccc(Br)cc2)no1 (stereo not drawn)
  mcGAS lum = -6
  hcGAS lum = -3
  NPYLR7 ag = 19
Cc1nc(N)nc(C)c1CC(=O)N1CC(c2ccncc2)C1
  mcGAS lum = /
  hcGAS lum = -7
  NPYLR7 ag = 16
CN(Cc1nc2ccc(Cl)cc2[nH]1)C(=O)c1cn(-c2ccccc2)nn1
  mcGAS lum = /
  hcGAS lum = -1
  NPYLR7 ag = -11

(more compounds)
SMILES | mcGAS lum | hcGAS lum | NPYLR7 ag
CN1CCN2CCN(C(=O)c3ccc(C#CC(C)(C)O)o3)CC2C1 (stereo not drawn) | / | -5 | 7
C=CCn1c(SCC(=O)NCCCN2CCOCC2)nc2sc3c(c2c1=O)CCC3 | -1 | -2 | -1
O=C(c1ccccn1)C1CCCN(C(=O)Cn2nnnc2CN2CCCC2)C1 (stereo not drawn) | -13 | -9 | 17
CCCCCN(Cc1cccn1Cc1cccc(C(F)(F)F)c1)C(=O)CN(CC)C(=O)c1ccc(Br)cc1 | -5 | -5 | -4
Nc1ncnc(SC2=NCCS2)c1[N+](=O)[O-] | / | 1 | 13
Cc1ccc(C)c(NC(=O)CN(C)C(=O)C2Cc3ccccc3O2)c1 (stereo not drawn) | -6 | -15 | 6
COc1ccc2cc(C(=O)NC(C)c3cccc(N4CCOC4=O)c3)[nH]c2c1 (stereo not drawn) | / | -12 | 8
CCOC(=O)c1[nH]c(C)c(C(=O)OCC(=O)c2cc(C)n(-c3nccs3)c2C)c1C | -6 | -5 | -2
CC(C)N(CCNS(=O)(=O)c1ccccc1)C(C)C | -4 | 3 | -1

Sorted by SMILES length (low to high): seven of the compounds above
SMILES | mcGAS lum | hcGAS lum | NPYLR7 ag
CC(C)N(CCNS(=O)(=O)c1ccccc1)C(C)C | -4 | 3 | -1
O=C(O)C1CC2CCCCC2N1C(=O)c1ccc(F)cc1F (stereo not drawn) | / | -8 | 5
CN1CCN2CCN(C(=O)c3ccc(C#CC(C)(C)O)o3)CC2C1 (stereo not drawn) | / | -5 | 7
O=C(c1ccccn1)C1CCCN(C(=O)Cn2nnnc2CN2CCCC2)C1 (stereo not drawn) | -13 | -9 | 17
C=CCn1c(SCC(=O)NCCCN2CCOCC2)nc2sc3c(c2c1=O)CCC3 | -1 | -2 | -1
CCOC(=O)c1[nH]c(C)c(C(=O)OCC(=O)c2cc(C)n(-c3nccs3)c2C)c1C | -6 | -5 | -2
CCCCCN(Cc1cccn1Cc1cccc(C(F)(F)F)c1)C(=O)CN(CC)C(=O)c1ccc(Br)cc1 | -5 | -5 | -4
